Source: PubChem
LEDGF integ inh: blocks HIV-1 LEDGF/p75-dependent DNA integration; TR-FRET IN-LEDGF/p75 DNA integration, Eu/Cy5; inhibition, % at 3.7 µM; hit rate 0.64% among 370,000; AID 743269;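 active = inhibition above the screen-wide mean plus 3 SD, cut at about 13% in these data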;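 note: signal is the Cy5 over europium emission ratio at 671 and 618 nm; 0% = plate median of compound wells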
HTRA1 inh: blocks human HTRA1 serine peptidase; recombinant HTRA1, FP-rhodamine activity-based probe, fluorescence polarization; inhibition, % at 5.96 µM; hit rate 0.5% among 340,000; AID 504803; in the data active = inhibition above about 36%;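 note: 0% = enzyme with DMSO and 100% = wells lacking enzyme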
Target sequence (Q92743 whole entry, looked up): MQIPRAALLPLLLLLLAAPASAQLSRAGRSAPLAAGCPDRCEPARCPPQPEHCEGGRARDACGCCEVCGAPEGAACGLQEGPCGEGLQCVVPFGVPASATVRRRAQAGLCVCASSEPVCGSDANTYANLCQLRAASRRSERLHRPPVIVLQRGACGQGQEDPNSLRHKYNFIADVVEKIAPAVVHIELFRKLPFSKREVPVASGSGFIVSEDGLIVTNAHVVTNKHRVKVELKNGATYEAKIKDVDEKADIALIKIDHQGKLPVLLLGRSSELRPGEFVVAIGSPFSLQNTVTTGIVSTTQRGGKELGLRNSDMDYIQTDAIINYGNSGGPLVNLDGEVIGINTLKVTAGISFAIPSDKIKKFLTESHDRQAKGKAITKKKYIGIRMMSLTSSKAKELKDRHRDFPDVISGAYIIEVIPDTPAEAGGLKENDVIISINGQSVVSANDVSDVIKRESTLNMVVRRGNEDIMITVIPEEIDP
TCR-CD3 inh: blocks the human TCR-CD3 interaction; TAMRA-labeled TCR probe fluorescence, biochemical; hit rate 0.37% among 360,000; AID 651800; inhibition, % at 9.4 µM; in the data active = inhibition above about 19%;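 note: recombinant mutant TCR 2C K166C tagged with TAMRA read by polarization; 0% = receptor in buffer alone and 100% = receptor with positive control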
UHRF1 binding: UHRF1 methyl-DNA binding inhibition. Q96T88. UHRF1 binding to methylated oligo, TR-FRET. inhibition, % at 4.4 µM. hit rate 0.75% among 370,000. AID 687016; in the data active = inhibition above about 21%;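 note: UHRF1 SRA domain binding a hemimethylated CpG hairpin DNA probe; 0% = median of test compound wells and 100% = reference inhibitor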
Rev-erbA mod: modulates human Rev-erb alpha binding to DNA | P20393 | Rev-erbα–FITC-DNA binding, fluorescence polarization, 90 min | activity, % at 10 µM | hit rate 0.79% among 370,000;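 active = activity above about 14%, limit read from the data; passing the limit was not always enough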;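 note: 0% = DMSO wells with 35 nM protein and 100% = DMSO wells with 750 nM protein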
MBD2 inh: blocks human MBD2 binding to methylated DNA; hit rate 0.31% among 370,000; Q9UBB5; inhibition, % at 4.4 µM; TR-FRET, MBD2 binding to methylated oligonucleotide; AID 686964; in the data active = inhibition above about 13%
Target sequence (Q9UBB5 whole entry, looked up): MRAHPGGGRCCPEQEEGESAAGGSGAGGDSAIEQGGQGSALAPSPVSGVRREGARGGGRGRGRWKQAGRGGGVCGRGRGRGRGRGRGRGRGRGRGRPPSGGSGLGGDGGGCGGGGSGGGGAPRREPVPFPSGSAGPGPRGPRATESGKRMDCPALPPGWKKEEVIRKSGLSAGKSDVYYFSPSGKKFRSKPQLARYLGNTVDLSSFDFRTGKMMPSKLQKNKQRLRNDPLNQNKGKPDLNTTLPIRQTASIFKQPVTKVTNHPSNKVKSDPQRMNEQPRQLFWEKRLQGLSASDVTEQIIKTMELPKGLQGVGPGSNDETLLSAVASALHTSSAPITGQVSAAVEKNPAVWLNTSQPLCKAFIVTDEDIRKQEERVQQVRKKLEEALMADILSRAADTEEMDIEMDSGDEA
mABHD4 FP: inhibitors of mouse ABHD4; AID 720543; inhibition, % at 8.92 µM; Q8VD66; hit rate 0.54% among 370,000; purified mABHD4, FP-Rh probe fluorescence polarization;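 active = inhibition exceeding the mean over every tested compound plus 3 SD, cut at about 30% in these data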;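 note: 0% = plate median of compound wells and 100% = S159A mutant with DMSO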
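System: mouse ABHD4 enzyme, wild type / Medium: HEPES pH 7.0, NaCl, Pluronic buffer / Reagent: FP-Rh activity-based fluorescent probe / Control set: S159A mutant high control, sample median low control / Detection: fluorescence polarization with parallel and perpendicular emission, 525/598 nm / Schedule: 45 min + 60 min at 25 °C / Compound dosing: 8.92 µM, single dose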
PRMT1 inh: blocks human protein arginine methyltransferase 1; hit rate 1.3% among 370,000; Q99873; AID 652257; recombinant PRMT1, activity-based probe fluorescence polarization; inhibition, % at 2.79 µM;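 active = inhibition above about 21% made by adding two undisclosed values, limit read from the data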
rCAG RNA binder: molecules binding r(CAG) RNA repeats; r(CAG) RNA repeat, TO-PRO-1 dye displacement fluorescence; hit rate 1.3% among 370,000; inhibition, % at 3 µM;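 active = inhibition above the plate cutoff, the mean of all test compounds on that plate plus 3 SD, cut at about 35% in these data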;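 note: 0% = DMSO alone and 100% = 100 µM mitoxantrone as full dye displacement; higher means more dye released from RNA so lower well fluorescence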
PG9 Ab binder: PG9 antibody binding by small molecule; TR-FRET gp120-PG9 antibody binding; inhibition, % at 6.7 µM; hit rate 0.43% among 360,000; AID 624416; in the data active = inhibition above about 8.5%
Active calls of the source: *. These rows are one share of the data (hit frequency here may not be typical).

Screening O=C(NC12CC3CC(CC(C3)C1)C2)N1CCN(C(=O)C2CCCO2)CC1 (stereo unspecified) returned LEDGF integ inh 1, HTRA1 inh -2, TCR-CD3 inh -7, UHRF1 binding 3, Rev-erbA mod 2, MBD2 inh 3, mABHD4 FP -6, PRMT1 inh 0, rCAG RNA binder -7 and PG9 Ab binder 0.3.
`CCC(CO)NC1=C([N+](=O)[O-])C(=O)CC(C)(C)C1` (stereo unspecified) gave LEDGF integ inh 0, HTRA1 inh 3, TCR-CD3 inh -2, UHRF1 binding 0, Rev-erbA mod -2, MBD2 inh -5, mABHD4 FP 3, PRMT1 inh -3, rCAG RNA binder -2 and PG9 Ab binder 0.2.
For Cc1nc2c(C)cccc2cc1C(=O)N/N=C/c1cccnc1 the results were LEDGF integ inh -4, HTRA1 inh 3, TCR-CD3 inh 1, UHRF1 binding -1, Rev-erbA mod -4, MBD2 inh -1, mABHD4 FP 5, PRMT1 inh -4, rCAG RNA binder 0 and PG9 Ab binder -2.8.
Clc1ccc([C@H]2OC[C@@]3(CNCCN4CCOCC4)CS[C@H](c4ccc(Cl)cc4)N23)cc1 was read as LEDGF integ inh 2, UHRF1 binding -2, Rev-erbA mod -2, MBD2 inh -1, mABHD4 FP 2, PRMT1 inh 6 and rCAG RNA binder -1.
For COc1ccccc1NC(=O)CN(c1ccc(C)cc1)S(=O)(=O)c1c(C)n[nH]c1C the results were LEDGF integ inh -1, HTRA1 inh -7, TCR-CD3 inh 1, UHRF1 binding -1, Rev-erbA mod 2, MBD2 inh 0, mABHD4 FP -2, PRMT1 inh -3, rCAG RNA binder 1 and PG9 Ab binder -0.3.
For CCc1ccccc1NC(=O)c1cccc(N2C(=O)C3C4CCC(C4)C3C2=O)c1 (stereo unspecified) the results were LEDGF integ inh -5, HTRA1 inh 3, TCR-CD3 inh 4, UHRF1 binding -1, Rev-erbA mod 2, MBD2 inh 0, mABHD4 FP 2, PRMT1 inh 1, rCAG RNA binder -4 and PG9 Ab binder -0.6.
CC(NC(=O)c1cc(S(=O)(=O)N2CCCC2)cn1C)c1ccccc1 (stereo unspecified) was read as LEDGF integ inh 2, HTRA1 inh 3, TCR-CD3 inh 4, UHRF1 binding 0, Rev-erbA mod -3, MBD2 inh 1, mABHD4 FP 4, PRMT1 inh -4, rCAG RNA binder 0 and PG9 Ab binder -2.3.
O=C(NCc1cccs1)c1ccc(CS(=O)(=O)c2ccc(Cl)cc2)o1 was read as LEDGF integ inh -3, HTRA1 inh -1, TCR-CD3 inh 11, UHRF1 binding 4, Rev-erbA mod 1, MBD2 inh -2, mABHD4 FP -4, PRMT1 inh 0, rCAG RNA binder -3 and PG9 Ab binder -0.6.
For COC(=O)c1ccc(N2CCc3ccccc32)c([N+](=O)[O-])c1 the results were LEDGF integ inh 0, HTRA1 inh 24, TCR-CD3 inh 3, UHRF1 binding -6, Rev-erbA mod 16, MBD2 inh -6, mABHD4 FP 14, PRMT1 inh 1, rCAG RNA binder 1 and PG9 Ab binder -1.4.
`CN(C)S(=O)(=O)c1cccc(NC(=O)CSc2nncn2-c2ccccc2)c1` gave LEDGF integ inh 2, HTRA1 inh 7, TCR-CD3 inh 0, UHRF1 binding 0, Rev-erbA mod -2, MBD2 inh 0, mABHD4 FP 3, PRMT1 inh -1, rCAG RNA binder -3 and PG9 Ab binder -0.3.
Screening CCOc1ccc2c(c1)C(=NNC(=O)c1ccccn1)c1cc(OCC)ccc1-2 returned LEDGF integ inh 7, HTRA1 inh 4, TCR-CD3 inh 2, UHRF1 binding 0, Rev-erbA mod -30, MBD2 inh 0, mABHD4 FP -6, PRMT1 inh -6, rCAG RNA binder 0 and PG9 Ab binder 0.1.
CC1CCCC(C)N1CCCNC(=O)c1cc2c(s1)-c1ccccc1OC2 (stereo unspecified) was read as LEDGF integ inh -1, HTRA1 inh -7, TCR-CD3 inh -8, UHRF1 binding -7, Rev-erbA mod -3, MBD2 inh -9, mABHD4 FP 2, PRMT1 inh 1, rCAG RNA binder 6 and PG9 Ab binder 1.9.
Screening CCCCNC(=O)c1cc(C)nc2ccccc12 returned LEDGF integ inh -1, HTRA1 inh 0, TCR-CD3 inh 3, UHRF1 binding 5, Rev-erbA mod -9, MBD2 inh 8, mABHD4 FP -9, PRMT1 inh 7, rCAG RNA binder 0 and PG9 Ab binder -0.7.
For CCOC(=O)c1c(NC(=O)COC(=O)CC(NC(C)=O)c2ccccc2)sc(C(=O)NC)c1C (stereo unspecified) the results were LEDGF integ inh 1, HTRA1 inh -4, TCR-CD3 inh -4, UHRF1 binding 3, Rev-erbA mod 6, MBD2 inh 7, mABHD4 FP -8, PRMT1 inh 5, rCAG RNA binder -5 and PG9 Ab binder 0.0.
Screening CC1(C)CC2CC(C)(CN2C(=O)COC(=O)c2cccc(O)c2)C1 (stereo unspecified) returned LEDGF integ inh -1, HTRA1 inh -1, TCR-CD3 inh 5, UHRF1 binding 3, Rev-erbA mod 2, MBD2 inh 6, mABHD4 FP -10, PRMT1 inh 6, rCAG RNA binder 2 and PG9 Ab binder 1.4.
Screening O=C(CCC(F)(F)F)N1CCCC(CO)(CCc2ccccc2)C1 (stereo unspecified) returned LEDGF integ inh 5, HTRA1 inh -1, TCR-CD3 inh 0, UHRF1 binding 2, Rev-erbA mod 1, MBD2 inh -3, mABHD4 FP 4, PRMT1 inh 0, rCAG RNA binder -9 and PG9 Ab binder 0.7.
`Cc1nn(CCOc2ccccc2)c(=O)n1-c1c(F)cccc1F` gave LEDGF integ inh -4, HTRA1 inh 5, TCR-CD3 inh 1, UHRF1 binding 2, Rev-erbA mod -6, MBD2 inh 1, mABHD4 FP -3, PRMT1 inh 2, rCAG RNA binder -4 and PG9 Ab binder -1.8.
O=C(Nc1ccc(NC(=S)NC(=O)c2ccccc2Cl)cc1)c1cccc(Cl)c1 was read as LEDGF integ inh -3, HTRA1 inh -26, TCR-CD3 inh -3, UHRF1 binding 0, Rev-erbA mod 3, MBD2 inh -1, mABHD4 FP -13, PRMT1 inh 2, rCAG RNA binder 3 and PG9 Ab binder 0.4.
CCSc1ccc(-c2ccco2)nn1 was read as LEDGF integ inh -1, HTRA1 inh 3, TCR-CD3 inh -1, UHRF1 binding -6, Rev-erbA mod -4, MBD2 inh -1, mABHD4 FP 3, PRMT1 inh 3, rCAG RNA binder 2 and PG9 Ab binder -1.0.
For CN(CC(=O)NCc1ccc(F)cc1)S(=O)(=O)c1ccc2c(c1)c(=O)n(C)c(=O)n2C the results were LEDGF integ inh 0, HTRA1 inh -2, TCR-CD3 inh 2, UHRF1 binding 0, Rev-erbA mod 4, MBD2 inh 5, mABHD4 FP 1, PRMT1 inh 3, rCAG RNA binder -2 and PG9 Ab binder 0.1.
Screening CCN(CC)CC(=O)N1CCCC(N2CCN(c3cccc(C(F)(F)F)c3)CC2)C1 (stereo unspecified) returned LEDGF integ inh -5, HTRA1 inh 2, TCR-CD3 inh 0, UHRF1 binding 0, Rev-erbA mod -1, MBD2 inh 2, mABHD4 FP -2, PRMT1 inh 1, rCAG RNA binder -10 and PG9 Ab binder -1.7.
For COc1ccc(NC(=S)NNS(=O)(=O)c2ccc3ccccc3c2)c(OC)c1 the results were LEDGF integ inh -2, HTRA1 inh 1, TCR-CD3 inh -3, UHRF1 binding -1, Rev-erbA mod 4, MBD2 inh 3, mABHD4 FP 10, PRMT1 inh 27*, rCAG RNA binder 14 and PG9 Ab binder -0.9.
Screening CCOc1ccc(CNC(=O)c2ccccc2NC(=O)C2=CSCCO2)cc1 returned LEDGF integ inh 2, HTRA1 inh -10, TCR-CD3 inh -5, UHRF1 binding 3, Rev-erbA mod -3, MBD2 inh 9, mABHD4 FP -10, PRMT1 inh 7, rCAG RNA binder -1 and PG9 Ab binder -1.4.
For Fc1ccc(NCc2nnc3n2CCCCC3)cc1 the results were LEDGF integ inh 1, HTRA1 inh 5, TCR-CD3 inh -10, UHRF1 binding -1, Rev-erbA mod -3, MBD2 inh -5, mABHD4 FP 0, PRMT1 inh -4, rCAG RNA binder -1 and PG9 Ab binder -2.1.
`O=C(Nc1ccc(Cl)cc1Cl)c1cccc(N2C(=O)C=CC2=O)c1` gave LEDGF integ inh -3, HTRA1 inh -16, TCR-CD3 inh -6, UHRF1 binding 1, Rev-erbA mod 1, MBD2 inh 2, mABHD4 FP -1, PRMT1 inh 88*, rCAG RNA binder 11 and PG9 Ab binder 0.4.
Cc1cc(C)c2cc(CN(Cc3cccnc3)C(=O)c3ccc(F)cc3)c(Cl)nc2c1 was read as LEDGF integ inh 4, HTRA1 inh -9, TCR-CD3 inh -8, UHRF1 binding 1, MBD2 inh 2, mABHD4 FP 5, PRMT1 inh 1, rCAG RNA binder -6 and PG9 Ab binder 2.1.
For COc1ccc(C2N=C(c3ccccc3)NC(c3ccccc3)=N2)cc1 the results were LEDGF integ inh 0, HTRA1 inh -8, TCR-CD3 inh 8, UHRF1 binding 0, Rev-erbA mod 6, MBD2 inh -2, mABHD4 FP 2, PRMT1 inh -2, rCAG RNA binder -2 and PG9 Ab binder 1.1.
Screening COCCN(CCOC)C(=O)CC(=O)N(CCOC)CCOC returned LEDGF integ inh 2, HTRA1 inh -4, TCR-CD3 inh -3, UHRF1 binding 1, Rev-erbA mod 4, MBD2 inh -5, mABHD4 FP -9, PRMT1 inh -1, rCAG RNA binder 3 and PG9 Ab binder -1.3.

Structures shown so far that contain a Cl atom (5):
Clc1ccc([C@H]2OC[C@@]3(CNCCN4CCOCC4)CS[C@H](c4ccc(Cl)cc4)N23)cc1 was read as LEDGF integ inh 2, UHRF1 binding -2, Rev-erbA mod -2, MBD2 inh -1, mABHD4 FP 2, PRMT1 inh 6 and rCAG RNA binder -1.
O=C(NCc1cccs1)c1ccc(CS(=O)(=O)c2ccc(Cl)cc2)o1 was read as LEDGF integ inh -3, HTRA1 inh -1, TCR-CD3 inh 11, UHRF1 binding 4, Rev-erbA mod 1, MBD2 inh -2, mABHD4 FP -4, PRMT1 inh 0, rCAG RNA binder -3 and PG9 Ab binder -0.6.
O=C(Nc1ccc(NC(=S)NC(=O)c2ccccc2Cl)cc1)c1cccc(Cl)c1 was read as LEDGF integ inh -3, HTRA1 inh -26, TCR-CD3 inh -3, UHRF1 binding 0, Rev-erbA mod 3, MBD2 inh -1, mABHD4 FP -13, PRMT1 inh 2, rCAG RNA binder 3 and PG9 Ab binder 0.4.
`O=C(Nc1ccc(Cl)cc1Cl)c1cccc(N2C(=O)C=CC2=O)c1` gave LEDGF integ inh -3, HTRA1 inh -16, TCR-CD3 inh -6, UHRF1 binding 1, Rev-erbA mod 1, MBD2 inh 2, mABHD4 FP -1, PRMT1 inh 88*, rCAG RNA binder 11 and PG9 Ab binder 0.4.
Cc1cc(C)c2cc(CN(Cc3cccnc3)C(=O)c3ccc(F)cc3)c(Cl)nc2c1 was read as LEDGF integ inh 4, HTRA1 inh -9, TCR-CD3 inh -8, UHRF1 binding 1, MBD2 inh 2, mABHD4 FP 5, PRMT1 inh 1, rCAG RNA binder -6 and PG9 Ab binder 2.1.
